OPRM1-OPRD1 inv = mu-delta opioid heterodimer inverse agonism | P35372+P41143 | cell-based MOR-DOR heterodimer luminescence | inhibition, % at 9.3 µM | 340,000 compounds, 0.21% hits | AID 504357; in the data active = inhibition above about 22%, passing the limit was not always enough;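 also: 0% = cells with DMSO and 100% = wells without cells with DMSO; values of inactives mirror those of a sister screen read the other way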
Target sequence (P35372 whole entry, looked up): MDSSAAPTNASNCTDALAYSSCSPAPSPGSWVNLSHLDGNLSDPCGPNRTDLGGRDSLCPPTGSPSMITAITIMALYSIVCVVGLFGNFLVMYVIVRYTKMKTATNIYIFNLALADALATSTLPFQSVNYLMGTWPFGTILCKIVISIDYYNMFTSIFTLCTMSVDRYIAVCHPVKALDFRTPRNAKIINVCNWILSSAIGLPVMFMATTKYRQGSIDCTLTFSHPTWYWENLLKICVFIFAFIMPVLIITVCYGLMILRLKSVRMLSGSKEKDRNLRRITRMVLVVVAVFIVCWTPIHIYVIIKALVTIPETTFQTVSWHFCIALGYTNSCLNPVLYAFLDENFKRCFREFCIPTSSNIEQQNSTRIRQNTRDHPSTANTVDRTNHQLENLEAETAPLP
Target sequence (P41143 whole entry, looked up): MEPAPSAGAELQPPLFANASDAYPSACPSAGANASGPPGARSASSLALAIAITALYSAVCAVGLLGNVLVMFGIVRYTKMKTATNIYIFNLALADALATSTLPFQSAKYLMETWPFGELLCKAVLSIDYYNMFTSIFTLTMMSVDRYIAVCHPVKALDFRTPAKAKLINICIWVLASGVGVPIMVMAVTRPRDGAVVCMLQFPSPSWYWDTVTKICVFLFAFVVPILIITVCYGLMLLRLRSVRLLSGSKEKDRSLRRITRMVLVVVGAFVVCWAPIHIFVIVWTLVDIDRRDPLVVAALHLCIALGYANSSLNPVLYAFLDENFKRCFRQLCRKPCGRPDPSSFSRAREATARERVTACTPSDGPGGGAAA
HTR5A inv ctr = counter-screen for OPRM1-OPRD1 inverse agonists: human HTR5A inverse agonism; P47898; HTR5A cell line, luminescence; inhibition, % at 9.3 µM; 340,000 compounds, 0.083% hits; in the data active = inhibition mostly above about 23%, no sharp cut-off; inactive = mostly below about 18%;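 also: 0% = cells with DMSO and 100% = no-cell wells with DMSO; some compounds called inactive have numbers as strong as hits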
cardiac RTF act = increases calcium sensitivity of human cardiac regulated thin filaments; P19429+P45379; IANBD-labeled TnC RTF fluorescence at EC20 calcium; 0% EC20 calcium, 100% full calcium; activation, % at 7.2 µM; 340,000 compounds, 0.24% hits; AID 493008;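 active = activation above the mean over all tested compounds plus 3 SD, cut at about 30% in these data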;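 also: rise in fluorescence read as greater calcium sensitivity of cardiac thin filaments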
Cardiac RTF inh = cardiac RTF calcium desensitization | inhibition, % at 7.15 µM | P19429+P45379 | IANBD-labeled cardiac RTF, Ca2+ fluorescence | 340,000 compounds, 0.12% hits;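 active = inhibition above the mean inhibition of all tested compounds plus 3 SD, cut at about 17% in these data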;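 also: assay run at fixed EC70 calcium of 1.6 mM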
Keap1 Nrf2 FP = Keap1-Nrf2 (human) interaction inhibition; Q14145; inhibition, % at 9.4 µM; 340,000 compounds, 0.15% hits; AID 504523; Keap1 Kelch-Nrf2 peptide fluorescence polarization, 1536-well; in the data active = inhibition above about 12%;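 also: human Keap1 Kelch domain with fluorescein labeled Nrf2 9mer peptide probe; 0% = neutral control wells and 100% = peptide positive control; higher means more block of Keap1 binding to Nrf2 peptide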
V-ATPase pHluor = yeast V-ATPase proton transport regulation by pHLuorin. S. cerevisiae, pHLuorin cytosolic pH fluorescence. response, % at 10 µM. 350,000 compounds, 0.37% hits. AID 504577; in the data active = response mostly above about 7.3%, no sharp cut-off; inactive = mostly below about 5.4%; also: actives read high; inactives centre near 0; some compounds called inactive have numbers as strong as hits; reference of the scale not given here
CAL PDZ FP = inhibitors of human CAL PDZ peptide binding; Q9HD26; purified CAL PDZ, TMR-peptide fluorescence polarization, 1 h; inhibition, % at 24.9 µM; 300,000 compounds, 0.92% hits; AID 602252;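 active = mean inhibition of at least 30% with at least half of replicates also reaching 30%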;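 also: 0% = DMSO neutral control and 100% = excess unlabeled competitor peptide PRC23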
MOR-DOR ag = agonists of human mu-delta opioid receptor heterodimerization | AID 504326 | P35372+P41143 | activation, % at 9.3 µM | 340,000 compounds, 0.3% hits | cells, OPRM1-OPRD1 heterodimerization, luminescence; in the data active = activation above about 18%;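 also: 0% = vehicle-treated cells and 100% = reference agonist; values of inactives mirror those of a sister screen read the other way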
C-LANA FP = KSHV C-LANA DNA binding inhibition; 340,000 compounds, 0.078% hits; AID 504423; MBP-C-LANA/FAM-LBS DNA binding, fluorescence polarization; inhibition, % at 9 µM;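 active = highest replicate inhibition at or above 60% at 9 µM, even if other replicates fall short; inactive = all replicates below 60% inhibition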;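 also: 0% = neutral control wells and 100% = 4 µM acridine orange control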
HTR5A ag = HTR5A agonism, opioid heterodimer counter-screen. 340,000 compounds, 0.61% hits. HTR5A agonist assay, luminescence, cell-based. AID 504692. activation, % at 9.3 µM. P47898; in the data active = activation mostly above about 9.5%, no sharp cut-off; inactive = mostly below about 7.6%;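 also: 0% = cells with vehicle only and 100% = reference agonist; strong numbers were not always called active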
* marks the source's active call; other numbers are inactive results; . = no result given.

SMILES | OPRM1-OPRD1 inv | HTR5A inv ctr | cardiac RTF act | Cardiac RTF inh | Keap1 Nrf2 FP | V-ATPase pHluor | CAL PDZ FP | MOR-DOR ag | C-LANA FP | HTR5A ag
COc1cc(C(F)(F)F)c(C(=O)N(C)Cc2ccc(Cl)c(Cl)c2)cn1 | -27 | -4 | -3 | 0 | 5 | -1 | -1 | 5.3 | -0.5 | -2
C/C(=N\NC(=O)c1cc(C)nc2ccccc12)c1ccncc1 | 17 | -3 | 5 | -5 | 2 | 6 | -3 | -3.2 | 0.1 | 3
CCCCN1CC(COCc2ccccc2)Oc2cccc(F)c2S1(=O)=O (configuration not stated) | 11 | -17 | 0 | 0 | 0 | -1 | -1 | -2.3 | 0.0 | 5
COC(=O)c1cc(-c2ccc(C)o2)nc2ccccc12 | 13 | -7 | 9 | -13 | -1 | 0 | -5 | -2.6 | 0.5 | 1
O=C(NCc1ccncc1)C(=O)N/N=C/c1cccnc1 | 4 | -7 | 8 | 9 | -2 | -1 | -1 | -0.8 | 1.5 | 3
O=C1NC(=O)N(Cc2ccccc2F)C1=O | 10 | 4 | -4 | -1 | -3 | 5 | -8 | -2.1 | -2.0 | -1
COc1ccc(OCCSc2nnc(C)n2-c2ccccc2)cc1 | 10 | 11 | -3 | -1 | 0 | -1 | -2 | -2.1 | -0.6 | -2
CCN(CC(=O)Nc1ccccc1OC)Cc1csc(CC(=O)Nc2ccc(C)cc2)n1 | 9 | -13 | -6 | 2 | 6 | 4 | . | -1.7 | 0.8 | 3
Nc1nc(SCC(=O)Nc2ccc(OCc3ccccc3)cc2)n[nH]1 | 16 | -11 | 0 | 3 | -4 | -3 | -1 | -3.1 | -0.3 | 3
O=C(CN1C(=O)NC2(CCCCCC2)C1=O)NCc1ccccc1Cl | 9 | -13 | 1 | -7 | -3 | -1 | . | -2.4 | -1.2 | 0
CCOC(=O)c1c(NC(=O)COC(=O)c2ccc(Cl)nc2)sc(C(=O)N(C)C)c1C | 10 | -8 | 2 | 13 | -4 | -1 | -5 | -1.9 | -1.0 | 3
COc1ccc(C(=O)Nc2cc(S(=O)(=O)N3CCCC3)ccc2Cl)cc1 | -4 | -13 | -3 | 6 | -7 | -4 | . | 0.7 | 1.8 | 4
O=C(CCN1C(=O)S/C(=C\c2ccccc2)C1=O)Nc1ccc(S(=O)(=O)Nc2nccs2)cc1 | 21 | -4 | 5 | -7 | 2 | -1 | 1 | -4.3 | 2.5 | 2
CCc1cc2c(=O)n(CCCOC)c(SCC(=O)Nc3oc(C)c4c(C)n[nH]c(=O)c34)nc2s1 | 16 | 2 | -7 | -17 | -2 | 0 | -5 | -3.0 | -0.6 | -1
Cc1cccc(C)c1NC(=O)CSc1nnc([C@H](C)NC(=O)OC(C)(C)C)o1 | 11 | -5 | 0 | 0 | 2 | -1 | 7 | -2.2 | -1.0 | 5
CC(C)C(NC(=O)c1ccccc1)C(=O)N1CCCCCC1 (configuration not stated) | 8 | 0 | 5 | -2 | 0 | -1 | -3 | -1.4 | 1.1 | 0
CCC(C)c1ccc2oc(-c3ccc(NC(=O)Cn4cnc5c(=O)n(C)c(=O)n(C)c54)cc3)nc2c1 (configuration not stated) | . | . | 9 | -3 | 4 | 3 | -4 | . | 0.1 | .
CN(C(=O)c1cccc(NC(=O)c2ccco2)c1)c1ccccc1 | 16 | 2 | 1 | -4 | -9 | 2 | -2 | -3.4 | -1.6 | 0
COc1cc(/C=C2\SC(=S)N(N(C)c3ccccc3)C2=O)ccc1O | 4 | 8 | 0 | -4 | 1 | 0 | -7 | -0.7 | -3.2 | -3
CCCCNC(=O)c1ccc(CS(=O)(=O)c2cccc(C(F)(F)F)c2)o1 | -7 | -2 | 7 | -5 | -7 | 2 | -10 | 1.3 | 0.3 | 1
COc1ccc2c(C)cc(=O)oc2c1C | 10 | 1 | -4 | 0 | -2 | 0 | . | -1.8 | -0.3 | 0
CCCCC(=O)NC(=S)Nc1ccc(NC(=O)C(C)C)c(OC)c1 | -2 | 2 | -2 | -2 | -1 | 1 | -6 | 0.4 | -1.4 | -1
C[C@]12C=CC(=O)C=C1CC[C@@H]1C2C(O)C[C@@]2(C)C1CC[C@]2(O)C(=O)COC(=O)CCC(=O)NC(CC(=O)O)C(=O)O (some centres not stated) | 1 | 3 | -5 | -1 | 6 | 2 | 0 | -0.3 | 0.7 | -1
CCC(=O)NC(c1cccs1)c1cc(Cl)c2ccccc2c1O (configuration not stated) | 6 | -13 | -2 | 1 | 3 | 3 | -2 | -1.0 | 3.9 | 5
CCCC(=O)Nc1ccc(-c2nc3ncccc3o2)cc1 | 4 | -13 | -5 | -5 | -3 | 1 | 0 | -0.9 | 0.2 | 3
CCOC(=O)c1sc(/N=C/c2ccc(O)cc2O)cc1C | 11 | 14 | 9 | -2 | -8 | 2 | 0 | -2.1 | -1.8 | -7
COCc1c(C(=O)OCc2nc3ccsc3c(=O)[nH]2)oc2ccccc12 | 4 | 13 | -1 | -11 | 0 | -8 | 1 | -1.0 | -0.9 | 2
Cc1sc2nc(C(C)C)oc(=O)c2c1C | 7 | -8 | 1 | -7 | 0 | 10 | 4 | -1.1 | 2.0 | -4
Cn1c(CNS(=O)(=O)c2ccc(Cl)cc2)n[nH]c1=S | 7 | -15 | -1 | -2 | -1 | 2 | -2 | -1.2 | 0.8 | 0
CC(C)(C)NC(=O)COC(=O)/C=C/c1ccc(F)cc1 | 8 | -19 | 8 | -19 | 1 | 0 | -3 | -1.2 | 0.0 | 3
O=C(NCCC1CCCCN1S(=O)(=O)c1cccs1)C(=O)Nc1ccccc1F (configuration not stated) | 4 | 0 | -7 | -12 | 1 | 0 | -2 | -0.6 | -2.0 | 0
COc1ccc(Cc2nc(N)nc(N)n2)cc1 | 12 | -17 | 1 | 6 | -2 | 2 | -1 | -2.1 | -2.3 | -7
COc1cc(OC)cc(C(=O)N[C@H](C(=O)OCC(=O)c2ccc(C)c([N+](=O)[O-])c2)C(C)C)c1 | 21 | 4 | -5 | -4 | -3 | 4 | 1 | -4.9 | -2.9 | -1
CC(C)C[C@H](CO)Nc1nc(Nc2cccc(Cl)c2)c2ncn(C(C)C)c2n1 | 0 | -30 | -3 | 0 | -2 | 8 | -3 | -0.1 | -0.2 | 10
COc1cc([N+](=O)[O-])ccc1NC(=O)Cc1ccc(F)cc1 | 5 | 12 | 5 | -5 | 0 | 12 | 1 | -0.9 | -0.6 | 4
COc1ccc2c(c1)-c1nc(/N=C/c3cccc(OC)c3O)sc1CC2 | -20 | -14 | -2 | -14 | 4 | -2 | -2 | 3.8 | 1.2 | 1
C=CCNC(=O)CSc1nnc(C(CC)N(C)C)n1C1CCCCC1 (configuration not stated) | 8 | -1 | -2 | -8 | -6 | -1 | -6 | -1.6 | -1.5 | 0
CCc1nnc(NC(=O)C2CCCCC2)s1 | -8 | 27 | -4 | -6 | 2 | 8 | -7 | 1.5 | -0.4 | 4
CC(C)N(C(=O)Cn1c(-c2cccnc2)ccc(C#N)c1=O)C(C)C | 14 | -7 | -6 | 4 | -1 | -2 | -6 | -2.7 | 2.7 | 2
CCc1cc(Cn2nc(-c3ccccc3C)cc2C(=O)O)on1 | 5 | 6 | -8 | 0 | 1 | -1 | 0 | -0.8 | 0.6 | -5
CCN1CCc2c(sc(NC(=O)c3ccc4ccccc4c3)c2C(N)=O)C1 | 2 | -26 | 3 | -7 | 1 | -1 | 3 | -0.3 | 21 | 7
O=C(/C=C/c1ccccc1[N+](=O)[O-])NCc1ccncc1 | 13 | -8 | 4 | 8 | -4 | -1 | -1 | -2.7 | 0.5 | 2
NC(=NCCc1c[nH]c2ccccc12)NS(=O)(=O)c1ccc2ccccc2c1 | 4 | -25 | -2 | 4 | 0 | 4 | 1 | -0.8 | 0.7 | -1
Nc1nnc(SCCOc2cccc(Br)c2)s1 | 19 | -14 | 0 | -1 | -5 | 2 | . | -3.5 | 0.0 | 4
Cc1nn(Cc2ccccc2)c(Cl)c1C(=O)OCc1nnc(-c2ccc(Cl)cc2)o1 | -1 | -11 | -4 | -1 | -12 | 5 | . | 0.1 | -0.7 | 4
O=c1[nH]c(SCc2ccccc2)nnc1-c1ccccc1 | 13 | -7 | 2 | -3 | -1 | -4 | -5 | -2.9 | 3.7 | 3
CC1=C(SCCC#N)S/C(=C2\SC(C)=C(SCCC#N)S2)S1 | 9 | 12 | -3 | 3 | -2 | -1 | -1 | -1.6 | 0.4 | 1
COc1cc(C(=O)NCC(=O)N2CCN(S(=O)(=O)c3ccccc3C(F)(F)F)CC2)cc(OC)c1OC | 13 | 10 | -2 | -1 | -3 | 0 | -4 | -3.3 | 1.1 | -4
COC(=O)c1sccc1NC(=O)c1cc(-c2ccc(C)cc2)nc2ccccc12 | -8 | 9 | 3 | 6 | -3 | 0 | -4 | 1.7 | -0.2 | -3
Clc1ccc(-n2nnnc2-c2cnc3ccccc3c2-c2ccccc2)cc1 | -6 | -10 | 5 | 4 | -1 | 2 | -4 | 1.1 | -1.3 | -1
Cc1nc(C(C)NC(=O)CCc2nnc(Cc3c[nH]c4ccccc34)o2)cs1 (configuration not stated) | 5 | -20 | 3 | -4 | 3 | -1 | . | -0.9 | 1.1 | -3
CC(C)Oc1ccc(C(=O)OCC(=O)NC2CCCCCC2)cc1 | -31 | -12 | 4 | -6 | -3 | 1 | -3 | 7.6 | 6.9 | 5
CN1C(=O)CC(Sc2ncccc2C(=O)O)C1=O (configuration not stated) | 0 | 0 | -1 | -2 | 7 | 0 | 7 | 0.0 | -1.0 | 1
Cc1ccc(S(=O)(=O)NCc2cccnc2)s1 | 3 | 21 | 3 | -2 | 0 | 4 | -5 | -0.7 | -0.2 | -9
C/C(CC(=O)NCc1ccco1)=N\NC(=O)COc1ccc(C)cc1 | -1 | 9 | 0 | -3 | -2 | -2 | -2 | 0.2 | 1.5 | 5
COc1ccc(S(=O)(=O)N2CCOCC2)cc1N(C)S(=O)(=O)c1ccc(C)cc1 | 18 | 15 | 0 | 2 | -4 | 5 | 0 | -5.6 | 0.1 | 2
Cc1ccc(-c2c(C(=O)Nc3ccccc3C)c(C)[nH]c(=S)c2C#N)o1 | . | . | . | . | -6 | 0 | 3 | . | 0.9 | .
Cc1ccccc1C(=O)N1CCC(C(=O)Oc2ccc(C#N)cc2)CC1 | 15 | 1 | -1 | 5 | -4 | 0 | 2 | -4.7 | -0.9 | -3
Cc1ccc(N2C(=O)C(O)(C(F)(F)F)C3=C2CC(C)(C)CC3=O)cc1C (configuration not stated) | -1 | 2 | 0 | -7 | -1 | 0 | . | 0.2 | -0.7 | -1
CC(C)CNc1nnnc2c1sc1nc(N3CCOCC3)c3c(c12)CC(C)(C)SC3 | 11 | -42 | -3 | 2 | -7 | 0 | -7 | -1.9 | 0.0 | -1
O=C(C[C@@H]1C/C=C\CC[C@@H](Cc2ccc(F)cc2)C(=O)OC[C@@H]2CCCN2C1=O)NCCO | 10 | 3 | -5 | -6 | -4 | -2 | -4 | -1.8 | 0.9 | 6
